Screening results (PubChem BioAssay)
C diff growth: blocks growth of Clostridium difficile. Clostridium difficile clinical isolate growth, OD600, 24 h; hits give low values. growth activity, negative = inhibition, % at 16 µg/mL (by protocol). 86,000 compounds, 0.25% hits;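 active = mean growth activity at or below -80% and every replicate also at or below -80%; inconclusive = mean at or below -80% but some replicate above -80%; inactive = mean growth activity above -80%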;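 also: 0% = DMSO wells and -100% = levofloxacin 16 µg/mL wells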
KDM4C inh: inhibitors of human demethylase GASC-1 KDM4C; inhibition, % at 12.5 µM; 96,000 compounds, 0.15% hits; GST-KDM4C 2-372, H3K9me3 peptide, LANCE TR-FRET;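 active = mean replicate inhibition above about 25%, with at least 55% of replicates also reaching it, limit read from the data, passing the limit was not always enough; inconclusive = only one of those two conditions met; inactive = neither condition met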
Target sequence (Q9H3R0 2-372 limits assumed): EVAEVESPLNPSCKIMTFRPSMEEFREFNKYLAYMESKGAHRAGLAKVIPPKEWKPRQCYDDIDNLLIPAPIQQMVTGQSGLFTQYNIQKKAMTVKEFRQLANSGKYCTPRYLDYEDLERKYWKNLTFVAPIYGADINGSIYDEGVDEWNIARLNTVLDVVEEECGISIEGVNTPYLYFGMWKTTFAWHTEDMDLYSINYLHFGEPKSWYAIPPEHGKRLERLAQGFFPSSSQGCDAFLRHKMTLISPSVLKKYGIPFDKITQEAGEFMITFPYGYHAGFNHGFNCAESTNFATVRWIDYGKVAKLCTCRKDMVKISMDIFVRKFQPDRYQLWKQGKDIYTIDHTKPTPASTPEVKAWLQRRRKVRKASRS
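System – N-terminal GST-fused human GASC-1 (KDM4C) fragment, residues 2-372 · Input – enzyme final amount 10 nM · Technique – LANCE TR-FRET, Eu antibody, ULight-streptavidin, EDTA, ex 340 nm, em 618/671 nm · Medium – HEPES buffer, pH 7.5, plus ascorbate · Incubation – enzyme reaction 30 min, then detection 60 min, both room temperature · Reagent – H3K9me3 peptide with Fe(II)/2OG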
T cruzi growth: T. cruzi proliferation inhibition; T. cruzi beta-gal in NIH3T3, GalScreen luminescence, 90 h; inhibition, % at 8.34 µM; 77,000 compounds, 5.9% hits;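 active = mean inhibition above about 93%, with at least 55% of replicates each passing it, limit read from the data, passing the limit was not always enough; inconclusive = only one of those two conditions holds; inactive = neither condition holds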
Pf Dd2 growth: blocks growth of Plasmodium falciparum Dd2 parasites | P. falciparum Dd2 growth, SYBR Green, 72 h; hits give low values | activity change, % at 10 µM | 94,000 compounds, 2.3% hits; in the data active = activity change below about -80%; inconclusive = no clear call, values can overlap the other calls
* marks the source's active call; other numbers are inactive results; ? = inconclusive; nt = not tested or not shown; & = joins results of further samples.

SMILES | C diff growth | KDM4C inh | T cruzi growth | Pf Dd2 growth
Cc1noc(C)c1NC(=O)Nc1cccc2c1O[C@H](CN(C)S(=O)(=O)c1ccc(Cl)cc1)[C@H](C)CN([C@H](C)CO)C2=O | -9 | -0.7 | 23 | -62
O=C(C[C@@H]1C[C@H]2c3cc(NC(=O)CC4CC4)ccc3O[C@H]2[C@@H](CO)O1)NCCN1CCCCC1 | -2 | -1.6 | -49 | 17
C[C@@H]1CN([C@H](C)CO)C(=O)CCCn2cc(nn2)CO[C@@H]1CN(C)Cc1ccccc1 | -4 | -0.5 | 51 | 5
COCC(=O)N1C[C@@H](C)[C@@H](OC)CN(C)C(=O)c2cc(NC(=O)c3cc(C)on3)ccc2OC[C@H]1C | nt | 0.1 | 71 | 1
O=C(NC1Cc2ccccc2C1)[C@H]1[C@H](CO)[C@H]2Cn3c(ccc(C4=CCCCC4)c3=O)[C@@H]1N2 | 3 | -0.9 | -1 | 11
C[C@H]1CN([C@@H](C)CO)C(=O)c2cc(NS(=O)(=O)c3ccc(F)cc3)ccc2O[C@H]1CN(C)Cc1ccc(Oc2ccccc2)cc1 | 25 | -0.6 | 41 | 4
CO[C@@H]1CN(C)C(=O)c2cc(NC(=O)NC3CCCCC3)ccc2OC[C@@H](C)N(CCc2ccccc2)C[C@H]1C | nt | -0.6 | ? | -76
CO[C@@H]1CN(C)C(=O)c2cc(NC(=O)C3CCC3)ccc2OC[C@H](C)N(Cc2ccc(F)cc2)C[C@H]1C | nt | 0.5 | 71 | nt
C[C@@H]1CCCCO[C@@H](CN(C)Cc2ccc3c(c2)OCO3)[C@H](C)CN([C@@H](C)CO)C(=O)c2cc(NC(=O)Nc3ccccc3)ccc2O1 | 4 | 0.0 | 84 | -76
C[C@H]1CN([C@@H](C)CO)S(=O)(=O)c2ccc(-c3ccncc3)cc2O[C@@H]1CN(C)S(=O)(=O)c1ccccc1F | 4 | -2.3 | nt | -55
O=C(Cc1ccccc1)N1CC(=O)N2[C@H](CO)[C@H](c3ccc(C#CCc4ccccc4)cc3)[C@H]2C1 | -15 | 0.3 | nt | -89*
CS(=O)(=O)Nc1ccc2c(c1)[C@H]1C[C@H](CC(=O)NCCc3ccccc3)O[C@@H](CO)[C@H]1O2 | 0 | -1.2 | 15 | 13
COc1ccc(CN(C)C[C@H]2Oc3ccc(NS(=O)(=O)c4cn(C)cn4)cc3CC(=O)N([C@H](C)CO)C[C@H]2C)cc1 | -16 | -1.5 | 5 | 13
CCC(=O)N1[C@H](C(=O)NC2CCCCC2)[C@@H](CO)[C@@H]2Cn3c(cccc3=O)[C@@H]21 | 0 | 0.6 | 43 | 13
C[C@H](CO)N1C[C@H](C)[C@@H](CN(C)Cc2ccc3c(c2)OCO3)Oc2ccc(NC(=O)NC3CCCCC3)cc2C1=O | -1 | -0.3 | 32 | 3
C[C@H]1CN([C@@H](C)CO)C(=O)c2cccc(NC(=O)NC3CCCCC3)c2O[C@H]1CN(C)S(=O)(=O)c1cccs1 | -8 | 0.6 | 15 | -33
C[C@@H]1CN([C@H](C)CO)C(=O)c2cccc(NS(=O)(=O)c3cn(C)cn3)c2O[C@@H]1CN(C)C(=O)Nc1ccccc1 | -3 | -2.3 | -13 | 14
C[C@H](CO)N1C[C@H](C)[C@H](CN(C)S(=O)(=O)c2ccc(Cl)cc2)OCCCC[C@H](C)Oc2ccc(NC(=O)Nc3ccc(C(F)(F)F)cc3)cc2C1=O | -2 | -2.8 | 47 | -55
C[C@@H]1CCCCO[C@@H](CN(C)C(=O)Nc2cccc3ccccc23)[C@@H](C)CN([C@H](C)CO)C(=O)c2cc(NC(=O)c3ccncc3)ccc2O1 | 8 | 1.7 | 43 | -72
C[C@@H]1CN([C@@H](C)CO)C(=O)c2cc(NC(=O)Nc3ccc4c(c3)OCO4)ccc2O[C@@H](C)CCCCO[C@@H]1CN(C)Cc1ccncc1 | 1 | 0.3 | -41 | -35
COc1ccc(S(=O)(=O)N(C)C[C@H]2Oc3c(NC(=O)C4CCCCC4)cccc3C(=O)N([C@@H](C)CO)C[C@H]2C)cc1 | -11 | -0.7 | -3 | -45
COc1ccccc1S(=O)(=O)N1CC[C@@H]2[C@H](CO)Nc3ccc(-c4cccc(C#N)c4)cc3[C@@H]21 | -2 | -1.3 | 93 | 4
COCC#Cc1cnc2c(c1)C(=O)N([C@H](C)CO)C[C@@H](C)[C@@H](CN(C)C(=O)C1CCCCC1)O2 | 2 | -1.6 | nt | 2
COCC(=O)Nc1ccc2c(c1)OC[C@H](C)N(C(C)=O)C[C@@H](C)[C@H](OC)CN(C)C2=O | -2 | 1.2 | -37 | nt
C[C@@H]1CN([C@H](C)CO)S(=O)(=O)c2ccc(C#Cc3ccccc3F)cc2O[C@@H]1CN(C)C(=O)Cc1ccccc1 | 31 | nt | 121* | -48

Reprinted from the part before: 5 compounds, followed by the next part.
SMILES | C diff growth | KDM4C inh | T cruzi growth | Pf Dd2 growth
COc1ccc(S(=O)(=O)N(C)C[C@H]2Oc3c(NC(=O)C4CCCCC4)cccc3C(=O)N([C@@H](C)CO)C[C@H]2C)cc1 | -11 | -0.7 | -3 | -45
COc1ccccc1S(=O)(=O)N1CC[C@@H]2[C@H](CO)Nc3ccc(-c4cccc(C#N)c4)cc3[C@@H]21 | -2 | -1.3 | 93 | 4
COCC#Cc1cnc2c(c1)C(=O)N([C@H](C)CO)C[C@@H](C)[C@@H](CN(C)C(=O)C1CCCCC1)O2 | 2 | -1.6 | nt | 2
COCC(=O)Nc1ccc2c(c1)OC[C@H](C)N(C(C)=O)C[C@@H](C)[C@H](OC)CN(C)C2=O | -2 | 1.2 | -37 | nt
C[C@@H]1CN([C@H](C)CO)S(=O)(=O)c2ccc(C#Cc3ccccc3F)cc2O[C@@H]1CN(C)C(=O)Cc1ccccc1 | 31 | nt | 121* | -48
OC[C@H]1[C@@H](c2ccc(C#Cc3cccnc3)cc2)[C@H]2CN(Cc3ccccc3F)CCCCN21 | 9 | 1.8 | ? | -58
C[C@H](CO)N1C[C@H](C)[C@H](CN(C)Cc2ccc3c(c2)OCCO3)OCc2cn(nn2)CCCC1=O | nt | 1.8 | -42 | -18
O=C1CN(Cc2ccc(F)cc2)C[C@H]2[C@H](c3ccc(-c4ccccc4F)cc3)[C@H](CO)N12 | 2 | -0.1 | nt | 3
COc1ccc(NC(=O)N(C)C[C@H]2Oc3ccc(NC(=O)Cc4cn(C)c5ccccc45)cc3C(=O)N([C@@H](C)CO)C[C@@H]2C)cc1 | 1 | -1.0 | 0 | -13
Cc1ccc(S(=O)(=O)Nc2ccc3c(c2)C(=O)N([C@@H](C)CO)C[C@H](C)[C@@H](CN(C)Cc2ccc4c(c2)OCO4)OCCCC[C@@H](C)O3)cc1 | -71 | -3.0 | 98* | -81*
C[C@H]1CN([C@@H](C)CO)C(=O)c2ccccc2-c2ccccc2CO[C@H]1CN(C)Cc1ccc(F)cc1 | 0 | 1.2 | -77 | 11
COCC#Cc1ccc([C@H]2[C@@H](CO)N3CCCCN(Cc4ccncc4)C[C@H]23)cc1 | 0 | 4.1 | 108* | 14
COc1cccc(S(=O)(=O)N[C@H]2CC[C@H](CC(=O)NCc3ccncc3)O[C@@H]2CO)c1 | nt | -1.1 | 7 | 8
CO[C@H]1CN(C)C(=O)c2ccc(NC(=O)C3CCC3)cc2OC[C@H](C)N(Cc2nccs2)C[C@@H]1C | nt | 1.1 | 81 | nt
C[C@H](CO)N1C[C@H](C)[C@@H](CN(C)C(=O)c2cccc(F)c2)Oc2ncc(-c3ccccc3)cc2C1=O | -5 | 0.0 | 11 | -14
COc1ccc(S(=O)(=O)N2C[C@H](O)COC[C@H]3O[C@@H](CC(=O)NCCN4CCCCC4)CC[C@@H]32)cc1 | 15&-1 | 2.1 | nt | -36
C[C@H](CO)N1C[C@H](C)[C@@H](CN(C)C(=O)Nc2ccccc2F)Oc2cc(-c3ccc(F)cc3)ccc2S1(=O)=O | 3 | -1.3 | 55 | -71
Cc1noc(C)c1S(=O)(=O)Nc1ccc2c(c1)C(=O)N([C@@H](C)CO)C[C@@H](C)[C@@H](CN(C)S(C)(=O)=O)O2 | -4 | -0.5 | -16 | 18
C[C@@H]1CCCCO[C@@H](CN(C)Cc2ccc3c(c2)OCO3)[C@@H](C)CN([C@H](C)CO)C(=O)c2cc(N(C)C)ccc2O1 | 2 | -1.7 | -2&82 | -40
CCCNC(=O)N(C)C[C@@H]1Oc2cc(C#CC3CC3)ccc2S(=O)(=O)N([C@@H](C)CO)C[C@@H]1C | -6 | -1.1 | 22 | -26
C[C@H](CO)N1C[C@H](C)[C@H](CN(C)C(=O)Nc2ccccc2)Oc2c(NC(=O)Nc3ccc(F)cc3)cccc2C1=O | -12 | 1.2 | 19 | -2
Cc1noc(C)c1S(=O)(=O)Nc1ccc2c(c1)C(=O)N([C@H](C)CO)C[C@H](C)[C@H](CN(C)C(=O)Nc1ccc3c(c1)OCO3)OCCCC[C@@H](C)O2 | 5 | 1.8 | 37 | 20
Cc1ccccc1-c1ccc2c(c1)O[C@H](CN(C)C)[C@@H](C)CN([C@@H](C)CO)S2(=O)=O | -10 | 0.1 | 20 | nt
O=C(CC(F)(F)F)N1C[C@H]2[C@@H](c3ccccc31)[C@H](CO)N2C(=O)C1CC1 | 3 | 3.6 | 18 | -9
CCCC(=O)Nc1ccc2c(c1)C(=O)N(C)C[C@H](OC)[C@H](C)CN(CCC)[C@H](C)CO2 | 0 | -0.1 | 4 | nt
COc1ccc2c3c([nH]c2c1)[C@@H](CO)N(C(=O)C1CCC1)CC31CCN(C(=O)c2ccccn2)CC1 | 1 | -0.3 | nt | 0
C[C@@H]1CCCCO[C@H](CN(C)S(C)(=O)=O)[C@H](C)CN([C@@H](C)CO)C(=O)c2cc(NC(=O)CCC(F)(F)F)ccc2O1 | 2 | -2.8 | 27 | 19
O=C(NCC[C@H]1CC[C@H](NC(=O)c2cccnc2)[C@@H](CO)O1)Nc1ccc(Cl)cc1 | -1 | 0.4 | 45 | 15
O=C(NCC[C@@H]1CC[C@@H](NC(=O)c2cnccn2)[C@H](CO)O1)Nc1ccc(F)cc1 | -1 | -1.0 | 9 | 23
CO[C@H]1CC[C@H]2CCOc3c(C#N)cccc3C(=O)N(C)CC3(CCCCC3)CC(=O)N(C)C[C@@H]1O2 | nt | 3.2 | 13 | -6

Nothing new here: two of the compounds above.
SMILES | C diff growth | KDM4C inh | T cruzi growth | Pf Dd2 growth
Cc1noc(C)c1NC(=O)Nc1cccc2c1O[C@H](CN(C)S(=O)(=O)c1ccc(Cl)cc1)[C@H](C)CN([C@H](C)CO)C2=O | -9 | -0.7 | 23 | -62
O=C(C[C@@H]1C[C@H]2c3cc(NC(=O)CC4CC4)ccc3O[C@H]2[C@@H](CO)O1)NCCN1CCCCC1 | -2 | -1.6 | -49 | 17

More records:
SMILES | C diff growth | KDM4C inh | T cruzi growth | Pf Dd2 growth
O=C(NC1CCCCC1)N1CC(=O)N2[C@@H](CO)[C@H](c3ccc(/C=C/c4ccccc4)cc3)[C@@H]2C1 | -8 | -0.4 | nt | 28
C[C@@H]1CN([C@@H](C)CO)C(=O)c2cc(-c3ccccc3F)cnc2O[C@@H]1CN(C)C(=O)c1ccccn1 | 1 | 2.5 | 2 | 52
O=C(C[C@H]1CC[C@@H]2[C@H](COC[C@H](O)CN2Cc2ccc(Oc3ccccc3)cc2)O1)N1CCOCC1 | nt | 0.4 | 24 | 5
C[C@@H]1CN([C@@H](C)CO)C(=O)c2cc(C3=CCCCC3)cnc2O[C@H]1CN(C)C(=O)NC1CCCC1 | 5 | -1.6 | nt | 12
C[C@H](CO)N1C[C@H](C)[C@H](CN(C)C(=O)Nc2ccccc2)Oc2ncc(C#Cc3ccc(C(F)(F)F)cc3)cc2C1=O | 22 | nt | 117* | -35
COc1ccc(S(=O)(=O)N[C@H]2CC[C@H](CCNC(=O)c3ccccc3F)O[C@@H]2CO)cc1 | 0 | -0.8 | -45 | 6
C[C@H](CO)N1C[C@H](C)[C@@H](CN(C)CC2CCCCC2)Oc2ccc(NC(=O)Nc3cccc4ccccc34)cc2CC1=O | 11 | -2.6 | 81 | -31
CN(C)C(=O)C[C@@H]1C=C[C@@H](NC(=O)C2CCOCC2)[C@@H](CO)O1 | -2 | 0.3 | nt | 5
COc1ccc(CN(C)C[C@H]2Oc3c(NC(=O)Nc4ccc(C(F)(F)F)cc4)cccc3C(=O)N([C@@H](C)CO)C[C@H]2C)cc1 | -101* | 0.8 | nt | -21
C[C@@H]1CN([C@H](C)CO)C(=O)CCCn2nncc2CO[C@H]1CN(C)C(=O)Nc1ccc(N2CCN(C)CC2)cc1 | 2 | 1.1 | -40&58 | 8&6
CCCC#Cc1cnc2c(c1)C(=O)N([C@H](C)CO)C[C@@H](C)[C@H](CN(C)Cc1ccccc1F)O2 | -3 | 1.0 | 51 | -48
CCC(=O)N1C[C@H](C)[C@@H](OC)CN(C)C(=O)c2ccc(NC(=O)C3CC3)cc2OC[C@@H]1C | -2 | -1.4 | nt | 8

Random draw from the library (roughly 7.2% active in at least one column).
